SDO1 yeast rescue – growth rescue of sdo1-depleted yeast, primary screen, S. cerevisiae, bone marrow failure model; actives 0.21% (n = 140,000); z-score at 10 µM; S. cerevisiae sdo1-depleted JHY4D growth rescue, OD600 30 h; active compounds read high; pdr5 snq2 efflux-pump mutant strain;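 active = z-score above 3 at both the 24 hr and the 30 hr optical density reads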;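 note: z-score against mean and SD of all compound wells on the same plate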
INS promoter inh – inhibitors of insulin promoter-driven GFP, primary screen, imaging, TRM-6 cells (human fetal islet line), eGFP reporter, cell count | reporter expression induced with tamoxifen | actives 0.9% (n = 130,000) | inhibition, % at 2 µM;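 active = inhibition above the mean plus 3 SD, with well images judged a real hit on visual review, cut at about 60% in these data, passing the limit was not always enough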
SDO1 yeast rescue Rescue 24 h – recorded beside SDO1 yeast rescue, whose call it bears; z-score; S. cerevisiae sdo1-depleted JHY4D growth rescue, OD600; measured here: growth rescue at 24 h;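 0 is the plate mean of compound wells and units are plate SD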
Active calls of the source: *; i = inactive; nt = no result given. This is a subset (hit frequency here may not be typical).

SMILES	SDO1 yeast rescue	SDO1 yeast rescue Rescue 24 h	INS promoter inh
O=C1CC(Nc2ccc(N3CCOCC3)cc2)C(=O)N1Cc1ccccc1 (stereo not given)	-0.31	-0.29	50
CCN(C(N)=S)c1ccccc1	1	0.23	nt
CN1CCN(c2nc(-c3ccccc3)c3cc(Cl)ccc3n2)CC1	-0.53	0	-36
CC(C)c1cc(C(=O)Nc2sc3c(c2C#N)CCC3)no1	-0.96	-0.04	nt
CCCN(CC(=O)Nc1ccccc1C)C(=O)/C=C/c1cccs1	0.78	0.37	-39
Cc1cccc(CCN=c2c([N+](=O)[O-])nn(-c3ccccc3)n2O)c1	nt	nt	-109
Cc1ccccc1NC(=O)Nc1nc2ccc(S(C)(=O)=O)cc2s1	-0.41	-0.06	nt
CC(C)=C1C2C=CC1C1C(=O)N(c3ccc4c(c3)OCO4)C(=O)C21 (stereo not given)	-0.66	-0.83	-52
CCc1ccc(C(=O)COC(=O)C(Cc2ccccc2)NC(=O)c2ccc(Cl)cc2)cc1 (stereo not given)	-0.37	0.21	-69
CCOc1cc(/C=C2\C(=O)N(Cc3ccc(C)cc3)C(C)=C2C(=O)OC)ccc1O	-1	-0.93	-40
CCCCCn1c(SCCc2ccccc2)nc2c1c(=O)[nH]c(=O)n2C	-0.41	0.81	40
Cc1ccc(-c2csc3nc4c5ccccc5c(NCCCN(C)C)nn4c(=O)c23)cc1	nt	nt	-60
Cc1ccccc1OCC(=O)N/N=C/c1ccc2c(c1)OCCO2	0.46	0.26	nt
CC(C)c1nc2ccc(NC(=O)C3CCCCC3)cc2[nH]1	1	1.8	-40
CCOC(=O)/C(N=Nc1c(C)n(C)n(-c2ccccc2)c1=O)=C(\C)O	0.47	-0.4	nt
O=C(CSc1nnc2scc(-c3ccccc3)n12)NCC1CCCO1 (stereo not given)	1.1	0.15	-38
O=S(=O)(NCCc1ccccn1)c1ccc(F)c(F)c1	0.47	-0.16	nt
COc1ccc(C(=O)N2CCOC2CNC(=O)C(=O)NCc2ccc(Cl)cc2)cc1 (stereo not given)	nt	nt	-178
O=C1C(=O)N(CCCn2ccnc2)C(c2cccnc2)/C1=C(/O)c1ccccc1 (stereo not given)	nt	nt	-364
Cc1nn(C(=O)c2cccnc2)c(C)c1Sc1ccc(Br)cc1	0.22	0.3	30
O=C(CSCc1ccc(Br)cc1)N1CCOCC1	1.2	1.5	-13
Cc1nnsc1C(=O)NNS(=O)(=O)c1ccccc1	1	0.04	9
COCCCN1C(=O)C(=O)/C(=C(/O)c2ccccc2)C1c1ccc(N(C)C)cc1 (stereo not given)	0.09	0.25	nt
CCOC(=O)c1cc2c(=O)n3cccc(C)c3nc2n(CC2CCCO2)c1=NC(C)=O (stereo not given)	nt	nt	-11
Cc1ccc(S(=O)(=O)CC(C)N2CCN(C3CCCCC3)CC2)cc1 (stereo not given)	1.3	1.5	-103
Cc1ccc(C2=NN(CCC(=O)NCCC(C)C)C(=O)CC2)cc1	1.4	1.6	-22
CCOCCCN(C(=O)c1ccco1)C(C(=O)NC1CCCC1)c1cccc(OC)c1OC (stereo not given)	0.77	1.4	nt
O=S(=O)(NCCc1csc(-c2ccc(C(F)(F)F)cc2)n1)c1ccc2c(c1)OCCO2	1.9	1.4	nt
COc1ccc(CN2CCCCC2C)c(C)c1C (stereo not given)	0.37	-0.68	36
O=C(COC(=O)c1cccc(NC(=O)c2ccco2)c1)c1ccc(Br)cc1	-1.1	-0.84	nt

Another view of some results above.
Screens in order: SDO1 yeast rescue | SDO1 yeast rescue Rescue 24 h | INS promoter inh
- COCCCN1C(=O)C(=O)/C(=C(/O)c2ccccc2)C1c1ccc(N(C)C)cc1 (stereo not given)
 : 0.09 | 0.25 | nt
- CCOC(=O)c1cc2c(=O)n3cccc(C)c3nc2n(CC2CCCO2)c1=NC(C)=O (stereo not given)
 : nt | nt | -11
- Cc1ccc(S(=O)(=O)CC(C)N2CCN(C3CCCCC3)CC2)cc1 (stereo not given)
 : 1.3 | 1.5 | -103
- Cc1ccc(C2=NN(CCC(=O)NCCC(C)C)C(=O)CC2)cc1
 : 1.4 | 1.6 | -22

Shown as a markdown table: part of the list above.
| smiles | SDO1 yeast rescue | SDO1 yeast rescue Rescue 24 h | INS promoter inh |
| --- | --- | --- | --- |
| O=C(CSCc1ccc(Br)cc1)N1CCOCC1 | 1.2 | 1.5 | -13 |
| Cc1nnsc1C(=O)NNS(=O)(=O)c1ccccc1 | 1 | 0.04 | 9 |
| COCCCN1C(=O)C(=O)/C(=C(/O)c2ccccc2)C1c1ccc(N(C)C)cc1 (stereo not given) | 0.09 | 0.25 | nt |

(cont.)
SMILES	SDO1 yeast rescue	SDO1 yeast rescue Rescue 24 h	INS promoter inh
Cn1cnnc1SCC(=O)c1c[nH]c2ccccc12	0.25	-0.18	-27
Cc1cc(N2CCCCC2)nc(NCc2ccccc2)n1	-0.41	-0.67	-3
O=[N+]([O-])c1ccc(S(=O)(=O)N/N=C/c2cccs2)cc1	2.3	3.1	24
Cc1nn2c3ccccc3n(CCN3CCCCC3)c2nc1=O	0.4	-0.29	-30
CCOC(=O)C1CCCN(c2ncnc3c2cnn3-c2ccc(OC)cc2)C1 (stereo not given)	0.35	0.71	-82
COc1ccc(/C=C/c2ccc(=O)n(Cc3ccccc3)n2)cc1	nt	nt	-8
CCCNC(=O)C(=O)NCC1CCCN1CC (stereo not given)	nt	nt	38
O=C(Cn1c(-c2ccccc2)noc1=O)Nc1ccc(S(=O)(=O)N2CCOCC2)cc1	0.11	-0.03	nt
CN1\C(=C/C=C/C=C/C=[N+](C)C)C(C)(C)c2ccccc21	nt	nt	i
COc1ccc(OC)c(NC(=O)CCN2CCCCCC2)c1	1	1.1	40
O=C(NCc1ccc2c(c1)OCO2)C1CCCN1C(=O)Nc1cccc(Cl)c1 (stereo not given)	1.3	1.3	nt
CC1CCN(C(=O)CSc2nc3cccnc3n2C)CC1	0.15	-0.35	46
C=CCc1ccccc1OCCNCCCOC	-0.48	0.1	-31
CC(=O)c1sc2nc(C)cc(C)c2c1N	0.27	-0.09	77*
CCCCNC(=O)c1ccccc1Cl	-0.31	-0.8	-11
CCCc1nc2ccc(NC(=O)c3ccco3)cc2c(=O)n1Cc1ccccc1Cl	-1.1	-1.9	-56
COc1c2ccoc2nc2c(OC)c(OCC(O)C(C)(C)O)ccc12 (stereo not given)	1.6	1	-27
CC(=O)N1CCc2cc(S(=O)(=O)NCCCN3CCN(Cc4ccccc4)CC3)ccc21	0.61	0.46	-8
O=C(CN(Cc1cccs1)C(=O)c1csnn1)NC1CCCC1	0.69	0.16	-414
Cn1c(Cn2cnc([N+](=O)[O-])n2)nnc1SCC(=O)Nc1ccc(Br)cc1	nt	nt	7
CCOc1ccc(N2C(=O)CC(N3CCN(C(=O)c4ccco4)CC3)C2=O)cc1 (stereo not given)	1.6	1.6	nt
O=C(Cn1nnc(-c2ccccc2)n1)NCc1cccs1	0.25	-0.41	nt
CC(c1ccco1)N(C(=O)Nc1ccc(Cl)cc1)c1ccccn1 (stereo not given)	0.02	-0.45	-3
CCCc1nnc(NC(=O)CN2CCN(C)CC2)s1	-0.53	-0.61	21
Cc1cc(Nc2ccc(C)c(C)c2)n2nc(C)nc2n1	0.61	2.7	nt
C=CCSC(=S)NC1CCS(=O)(=O)C1 (stereo not given)	-0.73	-1.4	36
CCOC(=O)C1=C(C)NC(=O)NC1c1ccc(OC)c(CN2CCOCC2)c1 (stereo not given)	1.3	1.6	-21
COc1ccc(C(=O)CSc2nc3ccccc3n2CC(=O)c2ccccc2)cc1	-1.5	-1.4	-26
Oc1ccc(N2CCN(C(c3cccnc3)c3nnnn3Cc3ccccc3)CC2)cc1 (stereo not given)	-0.03	-0.63	0
O=C(Nc1cccn(Cc2c(Cl)cccc2Cl)c1=O)c1ccccc1Cl	-0.79	-0.54	9

Some values from the entries so far.
`C=CCSC(=S)NC1CCS(=O)(=O)C1` (stereo not given) in SDO1 yeast rescue Rescue 24 h reads -1.4
`COc1ccc(C(=O)CSc2nc3ccccc3n2CC(=O)c2ccccc2)cc1` in INS promoter inh reads -26
`CC(=O)N1CCc2cc(S(=O)(=O)NCCCN3CCN(Cc4ccccc4)CC3)ccc21` in INS promoter inh reads -8
`O=C(Nc1cccn(Cc2c(Cl)cccc2Cl)c1=O)c1ccccc1Cl` in INS promoter inh reads 9

The list goes on:
SMILES	SDO1 yeast rescue	SDO1 yeast rescue Rescue 24 h	INS promoter inh
COc1ccc(-c2nsc3c(N4CCCCC4)ncnc23)cc1	0.45	2	-51
O=C(c1ccc2c(c1)OCO2)N(c1ccc(Cl)cc1)C1C=CS(=O)(=O)C1 (stereo not given)	0.07	-0.15	-6
CCc1ccc(OCC(=O)N(C)C)c(Br)c1	0.38	0.57	16
Cc1nn(-c2ccc(F)cc2)c(C)c1NS(=O)(=O)c1ccc(Cl)cc1	-0.19	0.8	-43
CCOc1ccccc1N(CC(=O)N/N=C(\C)c1cccc(Br)c1)S(C)(=O)=O	nt	nt	-67
COC(=O)C1=C(Nc2ccc(OC)cc2)C=C(C)C(C(=O)OC)C1c1ccc(C)cc1 (stereo not given)	-0.27	-0.21	53
COc1ccc(S(=O)(=O)N2CCCCC2)cc1NC(=O)CSc1ncnc2ccccc12	-0.89	-0.99	nt
C=CCn1c(SCCCC)nc(O)cc1=O	0.19	0.72	nt
Nc1nnc(Sc2ccc(Cl)cc2[N+](=O)[O-])s1	-0.27	-0.37	nt
COc1ccc2ccccc2c1CN1CCN(Cc2ccccc2)CC1	0.6	0.15	78*
Cc1ccc(Nc2ccc(C(=O)O)cc2N)cc1	1.5	1.3	-100
CN1CCN(S(=O)(=O)c2ccc(NC(=O)c3csc4ccccc34)cc2)CC1	-0.65	-1	24
CCN(CC)C(=O)c1sc(NC(=O)Cc2ccc(OC)cc2)c(C#N)c1C	0.81	1.4	29
O=C(Cn1cccc1)N1CCN(c2ccc(F)cc2)CC1	-0.05	-0.58	nt
Cc1ccc2nc(N/C(=N/S(=O)(=O)c3ccc(F)cc3)c3ccccc3)sc2c1	nt	nt	-64
CC(=O)N/C(=C\c1ccccc1)C(=O)OCC(=O)N(C)C1CCCCC1	1.2	1.1	nt
C=CCn1c(SCC(C)=O)nnc1-c1cc(-c2ccccc2)sc1N	-1.4	-1	nt
CCc1ccc(S(=O)(=O)c2ccc(-n3nc(C)cc3N)cc2)cc1	nt	nt	39
CCN1CCN(c2cc(C)c3cc(NC(=O)c4ccncc4)ccc3n2)CC1	-0.55	-1.4	nt
O=C(O)CCCN1C(=O)/C(=C/c2cn(-c3ccccc3)nc2-c2cccs2)SC1=S	nt	nt	21
COc1cc2c(cc1OC)CN(C(=O)c1ccco1)CC2	nt	nt	-11
CCCN(CC(=O)Nc1ccc(Cl)cc1Cl)C(=O)/C=C/c1ccco1	-0.46	-0.4	nt
Cn1c(Cn2cnc3ccccc32)nc2ccccc21	0.1	0.32	-11
COC(=O)c1cc2occc2n1CC(=O)Nc1cc(OC)cc(OC)c1	0.17	-0.14	nt
O=C(NC1CCCC1)C(c1cccs1)N(CC1CCCO1)C(=O)Cc1cccs1 (stereo not given)	-0.44	-0.56	-106
O=C(CSc1nc2ccc(NC(=O)C3CCCCC3)cc2s1)NCC1CCCO1 (stereo not given)	0.05	-0.14	21
Cc1ccc(C2=Nc3ccccc3N=C(C(Cl)Cl)C2)cc1	nt	nt	82*
O=C(Nc1ccc(Cl)c(C(F)(F)F)c1)N1CCCC(O)C1 (stereo not given)	1.3	1.5	-71
CN(c1ccc(O)cc1)c1nc(-c2cccs2)cs1	nt	nt	33
COc1cc(OC)c(C2SCCN2S(=O)(=O)c2ccc(F)cc2)cc1OC (stereo not given)	0.22	-0.2	-8
O=C(O)c1ccc(N=Cc2nc(-c3ccco3)oc2O)cc1	nt	nt	27
CCc1ccc(-n2c(=O)c3c(C)c(C(=O)N(C)C)sc3n(CC(=O)NCc3ccco3)c2=O)cc1	0.69	0.28	nt
Cc1cc(C)cc(C(=O)NCC(=O)OCC(=O)N2c3ccccc3NC(=O)C2(C)C)c1	0.52	0.14	nt
CC(C)C1CC(c2ccccc2)(C(CN)CO)CCO1 (stereo not given)	nt	nt	-6
CCn1c(SCC(=O)Nc2sc3c(c2C#N)CCCC3)nnc1-c1ccco1	1.6	2.5	-479
CCOc1ccc(N(C)S(=O)(=O)c2ccc3[nH]cc(C(=O)NCCOC)c(=O)c3c2)cc1	nt	nt	12
CCn1c(C(C)NC(=O)c2ccc(Cl)cc2)n[nH]c1=S (stereo not given)	nt	nt	-31
Cc1ccc(-n2nc3ccc(NC(=O)/C=C/c4ccco4)cc3n2)cc1	1.9	2.3	-42
Cc1ccc2nc3n(c(=O)c2c1)CCCCC3	1.2	0.99	15
NC(=S)N=Nc1c(O)n(Cc2ccc(F)cc2)c2ccccc12	-1.7	-1.6	nt
O=C(Nc1cccnc1)c1cccnc1Cl	2	2.4	35
CCCCn1nnnc1SCC(=O)c1cc(Cl)ccc1OC	-1.6	-0.7	-3
CCCCc1nc2ccccc2[nH]1	nt	nt	89*
Cc1cc(C)nc(NN2C(=O)/C(=C/c3ccccc3)SC2=S)n1	-0.05	-0.14	nt
O=C(/C=C/c1ccc([N+](=O)[O-])cc1)NCc1ccco1	1.1	0.47	nt
Cc1cc2nc(-c3ccc(SCC(=O)Nc4ccc(S(=O)(=O)NC5CC5)cc4)nc3)[nH]c2cc1C	-1.2	-0.31	24
CN1CCN(c2ccc(S(=O)(=O)N3CCCCC3)cc2[N+](=O)[O-])CC1	nt	nt	17
O=C(N/N=C/c1ccc2c(c1)OCO2)c1ccccn1	0.65	0.22	46
CN1C(=S)SC(/[N+]([O-])=C/c2cccnc2)C1(C)C (stereo not given)	0.67	-0.12	-30
CNC(=O)C1=NCCCc2cc(OC)c(OC)cc21	0.72	0.48	4
CNC(=O)c1ccccc1F	0.16	-0.27	-13
COc1ccc(CCNC(=O)COc2ccc(S(=O)(=O)NCC(C)C)cc2Cl)cc1OC	1.3	0.82	nt

Bioassay records as filed in PubChem BioAssay.
